# Glioma ERSR ind: induces the endoplasmic reticulum stress response in human glioma cells; U87-MG GRP78 promoter luciferase reporter, 16 h; Potency, µM, for inactives: top-dose activation, actives largely listed as activators; 0.02% of 420,000 active; AID 602332; note: potency is the fitted concentration of half-maximal effect; series mostly up to about 76 µM; % of control where 0% means no effect; nearly all actives have a fitted effect of over 35% in size
#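 Stably transfected U87-MG glioma cells carrying a GRP78-based luciferase sensor; 16 h compound incubation. Luminescence end-point read 10 min after Bright-Glo addition at room temperature.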
# RXFP1 agonist: activates the human relaxin receptor RXFP1; HEK293T-RXFP1 cAMP TR-FRET, 30 min; response scale: percent of porcine relaxin response, buffer zero; Potency, µM (titrated, usually from 57.5 µM), for inactives: at the highest dose activation, usual class: activators; AID 2676; 0.3% of 370,000 active; Q9HBX9; note: potency is the fitted concentration of half-maximal effect; % is set by controls: 0 for no effect and ±100 for the full control effect; nearly all actives have a fitted effect of over 60% in size; many of its hits are not listed in these tables
#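 Agonist response is measured as cAMP accumulation in an RXFP1-transfected HEK293T line under PDE4 inhibition. Values are scaled between buffer-only and 29 nM porcine relaxin, and EC50s come from standard Hill equation fits.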
# D1 agonist: activates the human D1 dopamine receptor; P21728; HEK293 T-REx D1 cells, calcium flux, agonist mode; activation, % at 2 µM; 1% of 360,000 active; AID 504660; in the data active = activation above about 30%; note: 0% is about no effect
# Target sequence (P21728 whole entry, looked up): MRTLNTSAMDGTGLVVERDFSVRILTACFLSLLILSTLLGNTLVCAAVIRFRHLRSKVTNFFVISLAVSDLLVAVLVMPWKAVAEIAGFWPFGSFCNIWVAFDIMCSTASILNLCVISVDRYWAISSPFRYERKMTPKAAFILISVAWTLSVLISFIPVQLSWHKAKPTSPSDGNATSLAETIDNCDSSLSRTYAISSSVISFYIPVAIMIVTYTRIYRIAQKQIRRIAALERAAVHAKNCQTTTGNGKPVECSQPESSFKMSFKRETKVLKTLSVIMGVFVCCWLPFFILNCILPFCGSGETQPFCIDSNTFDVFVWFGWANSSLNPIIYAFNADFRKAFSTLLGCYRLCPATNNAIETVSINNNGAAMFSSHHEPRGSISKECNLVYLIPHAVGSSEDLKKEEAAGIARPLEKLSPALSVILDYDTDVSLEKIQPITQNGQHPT
#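 Tetracycline-induced HEK293 TREx D1 cells, force-coupled to calcium signalling, were dye-loaded with a no-wash calcium kit. Compound was pin-added after a 10 s baseline. Fluorescence was read kinetically at 1 cycle/s for 180 s, with calcium rises flagged as agonism.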
# D2 PAM: positively modulates the human D2 dopamine receptor allosterically. potentiation, % at 10 µM. 0.34% of 340,000 active. P14416. HEK293 T-REx D2, calcium flux, EC20 dopamine potentiation;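 active = potentiation over 3 SD above the plate norm, cut at about 30% in these data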; note: 0% is about no effect
# Target sequence (P14416 whole entry, looked up): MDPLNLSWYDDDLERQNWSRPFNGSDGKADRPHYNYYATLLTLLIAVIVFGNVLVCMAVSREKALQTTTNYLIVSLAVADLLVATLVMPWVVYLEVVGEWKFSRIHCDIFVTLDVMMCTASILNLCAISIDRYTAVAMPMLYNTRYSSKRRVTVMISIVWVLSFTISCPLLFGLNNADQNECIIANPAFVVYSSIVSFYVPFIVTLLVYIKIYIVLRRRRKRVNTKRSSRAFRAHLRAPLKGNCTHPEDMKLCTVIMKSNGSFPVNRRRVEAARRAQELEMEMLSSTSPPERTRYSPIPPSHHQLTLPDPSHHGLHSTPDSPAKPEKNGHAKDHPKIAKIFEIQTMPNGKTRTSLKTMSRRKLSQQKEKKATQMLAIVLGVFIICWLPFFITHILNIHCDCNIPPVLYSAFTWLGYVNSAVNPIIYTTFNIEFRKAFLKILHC
#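 Potentiation of an EC20 dopamine calcium response measured kinetically over 180 s, after a preceding 180 s compound-only read flagging agonists. Cells: inducible Hek293 Trex D2 line, 4000/well, cultured overnight at 30 C before dye loading.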
# D1 potentiator: human D1 dopamine receptor positive modulation; potentiation, % at 10 µM; 0.036% of 360,000 active; HEK293 TREx D1 cells, calcium flux, dopamine EC20 potentiation; P21728; AID 504651; in the data active = potentiation above about 30%; note: 0% is about no effect
# RXFP1 antag: RXFP1 (human) relaxin receptor antagonism; Q9HBX9; HEK293-RXFP1, relaxin-stimulated cAMP HTRF, 30 min; hits give low values; activity change, negative = inhibition, % at 57.5 µM; 0.59% of 350,000 active;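 active = activity change of -60% or lower, but not beyond a set lower limit; inconclusive = change between -60% and -40%, or beyond the set limit; inactive = change above -40%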; note: % is set by controls: 0 for no effect and ±100 for the full control effect
# Vif-APOBEC3G blk: Vif-A3G binding inhibition | Q9HC16 | Potency, µM (top dose mostly 46.1 µM), for the others: at the highest dose activity, negative = active, most hits filed as inhibitors | 0.076% of 410,000 active | HeLa A3G-eYFP + Vif (tagged APOBEC3G with the HIV-1 protein that degrades it), YFP fluorescence, overnight;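 note: potency is the fitted concentration of half-maximal effect; % is set by controls: 0 for no effect and ±100 for the full control effect; nearly all actives have a fitted effect of over 60% in size; hits raise eYFP signal because A3G escapes Vif-driven loss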
#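 Read-out is eYFP fluorescence (Ex 488/Em 500-530) from Vif-expressing HeLa A3G-eYFP cells; more signal means A3G escaped Vif-mediated degradation. Cells plated overnight, compound pinned in, incubated overnight at 37 deg C.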
# Vif-A3F inh: Vif-A3F binding inhibition; Potency, µM (doses to about 46.1 µM), without a hit: at the highest dose activity, negative = active; 0.2% of 390,000 active; HeLa A3F-eYFP + Vif (tagged APOBEC3F with the HIV-1 protein that degrades it), YFP fluorescence increase; note: potency is the fitted concentration of half-maximal effect; % of control where 0% means no effect; nearly all actives have a fitted effect of over 65% in size
#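 HeLa cells stably expressing Vif plus C-terminally eYFP-tagged A3F were seeded, incubated overnight at 37 deg C, dosed with compound, incubated overnight again at 37 deg C. Yellow fluorescence (Ex 488/Em 500-530) reported blocked Vif-mediated A3F-eYFP degradation.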
# D1 antagonist: antagonists of human D1 dopamine receptor | HEK293 TREx D1 cells, calcium flux, dopamine EC80; hits give low values | activity change, negative = inhibition, % at 10 µM | 3.2% of 360,000 active | AID 504652; in the data active = activity change below about -30%; note: % is set by controls: 0 for no effect and ±100 for the full control effect
#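 Tetracycline-induced HEK293 T-REx cells with force-coupled D1 receptor were loaded with a no-wash calcium dye. Compound was added after a 10 s baseline and read kinetically for 180 s; EC80 dopamine was then added and calcium flux followed another 180 s.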
# Active calls of the source: *; u = inconclusive; x = not tested or not shown; & = joins results of further samples. Unless noted, calls come from the whole dose curve; as a rule, active = well fitted curve in the direction sought with a large enough effect; inconclusive = small, poorly fitted or top-dose-only effect, or another doubt; inactive = no such curve, though single readings can be large; an effect the other way counts as inactive or inconclusive.
structure	D1 potentiator	Vif-A3F inh	RXFP1 antag	RXFP1 agonist	Vif-APOBEC3G blk	D1 antagonist	D1 agonist	Glioma ERSR ind	D2 PAM
CCN1CCN(CC(=O)n2c3c(c4ccccc42)CC(C)CC3)CC1 (configuration not stated)	2	3%	u	-2.0%	1%	0	4	-6%	-20
CCCCC1(CC)C(=O)NC(=O)NC1=Nc1ccc(OC)cc1 (configuration not stated)	-2	-7%	16	1.2%	0%	-13	2	6%	14
CC(C)OC(=O)CSc1ncnc2c1cnn2-c1ccccc1	-4	-6%	-4	-0.6%	2%	-2	1	-4%	0
O=C(c1ccccc1)c1ccccc1C(=O)N1CCCC1	-1	-10%	-3	1.5%	-4%	-8	0	-3%	-16
Clc1ccc(N2CCN(c3nc4nonc4nc3N3CCSCC3)CC2)nc1	-2	-10%	-7	1.9%	0%	13	8	-3%	-2
CCOC(=O)c1c(NC(=O)COC(=O)c2cccnc2OCC)sc(C(=O)N(CC)CC)c1C	x	3%	7	x	0%	x	x	-4%	x
CSc1nn(CC(=O)Nc2ccc(C)cc2C)c(N)c1S(=O)(=O)c1ccc(Cl)cc1	1	-4%	x	-3.1%	-9%	11	4	-2%	20
COc1cccc(NC(=O)C(=O)NCCC2CCCCN2S(=O)(=O)c2ccccc2)c1 (configuration not stated)	-2	6%	9	-1.3%	0%	-12	6	0%	5
O=C(Cn1c(=O)c2cccn2c2ccccc21)Nc1cc(F)ccc1F	-1&4	1%&1%	-2&-6	1.6%&0.4%	1%&-8%	1&14	2&3	-2%&1%	-5&2
Cc1ccc(NCc2cc3cc4c(cc3n(CC(=O)Nc3ccc(F)cc3F)c2=O)OCCO4)cc1	-2	-5%	x	7.1%	0%	-14	22	2%	-10
C/C(=N\N=C(N)N)c1ccc(C)c(C)c1	-10	-20%	6	2.1%	2%	-12	2	-5%	-7
O=[N+]([O-])c1cccc(CON=Cc2ccccc2O)c1	x	-1%	6	x	-8%	x	x	5%	x
CC(NC(=O)[C@H](C)NC(=O)C1CC(=O)N(c2ccc3c(c2)OCO3)C1)c1ccccc1 (some centres not stated)	-3	-4%	0	-1.4%	3%	1	3	1%	-6
Cc1ccc(CSc2nnc(SCC(=O)N/N=C/c3c[nH]c4ccccc34)s2)cc1	-4	15%	-26	3.9%	-9%	8	1	-2%	x
COCCCNC(=O)C1CC(=O)N(CCc2ccc(F)cc2)C1 (configuration not stated)	-3	9%	-11	1.7%	1%	2	6	-4%	-7
COCCn1c(=NC(=O)c2ccc(S(=O)(=O)N3CCc4ccccc4C3)cc2)sc2cc(S(N)(=O)=O)ccc21	-1	7%	-5	0.1%	-8%	-11	3	-1%	11
COc1ccc(OC)c(S(N)(=O)=O)c1	-1	-5%	4	-0.5%	0%	3	3	-4%	-4
CCOC(=O)Cn1nc(C)c(NC(=O)c2ccc(Cl)c([N+](=O)[O-])c2)c1C	-5	u	12	-3.1%	1%	-7	1	-1%	2
Cc1nn(C(C)C(=O)NCCCN2CCCCCC2)c(=O)c2cc3sccc3n12 (configuration not stated)	0	-8%	7	8.7%	1%	9	0	1%	-18
COC(=O)C1=C(C)N(C)C(=O)NC1c1cccc2ccccc12 (configuration not stated)	0	2%	-9	-3.2%	-1%	2	3	-3%	10

# Some of these compounds in order of length of the SMILES, low to high.
structure	D1 potentiator	Vif-A3F inh	RXFP1 antag	RXFP1 agonist	Vif-APOBEC3G blk	D1 antagonist	D1 agonist	Glioma ERSR ind	D2 PAM
COCCCNC(=O)C1CC(=O)N(CCc2ccc(F)cc2)C1 (configuration not stated)	-3	9%	-11	1.7%	1%	2	6	-4%	-7
Clc1ccc(N2CCN(c3nc4nonc4nc3N3CCSCC3)CC2)nc1	-2	-10%	-7	1.9%	0%	13	8	-3%	-2
CSc1nn(CC(=O)Nc2ccc(C)cc2C)c(N)c1S(=O)(=O)c1ccc(Cl)cc1	1	-4%	x	-3.1%	-9%	11	4	-2%	20

# Going on with the list.
structure	D1 potentiator	Vif-A3F inh	RXFP1 antag	RXFP1 agonist	Vif-APOBEC3G blk	D1 antagonist	D1 agonist	Glioma ERSR ind	D2 PAM
CCOC(=O)c1cc(-c2ccc(C)o2)nn1CCC#N	1	2%	-14	1.1%	-1%	-2	2	-3%	1
O=S(=O)(c1ccccc1)c1nnn2c1nc(NCc1ccccc1)c1sccc12	-1	3%	-8	u	2%	5	4	-4%	3
CC(C)c1ccc(NC(=O)C(Cc2ccccc2)n2cccc2)cc1 (configuration not stated)	-2	-1%	-71*	3.8%	4%	-16	6	-1%	-9
NCCCC[C@@H](C(=O)N1CCNCC1)n1cc(CCC(=O)O)nn1	-2	-1%	x	-0.8%	0%	-2	6	-4%	10
Cc1oc(-c2ccc(Cl)cc2)nc1CN1CCC(C(=O)NCC2CCCO2)CC1 (configuration not stated)	-7	3%	26	2.8%	1%	6	3	8%	-3
COc1ccc2oc(-c3ccccc3[N+](=O)[O-])cc(=O)c2c1	-5	-5%	1	0.1%	u	1	2	15%	2
CSCCC(NC(=O)c1cccc([N+](=O)[O-])c1)C(=O)OCC(=O)N1CCCC1=O (configuration not stated)	-4	2%	-6	2.7%	0%	-14	-1	-2%	x
Cn1c(=O)c2[nH]c(C3CC=CCC3)nc2n(C)c1=O (configuration not stated)	x	-11%	-7	x	-2%	x	x	-4%	x
C/C(=N\NC(=O)Cc1cccn1C)c1ccc([N+](=O)[O-])cc1	-3	2%	1	0.8%	2%	5	5	0%	-8
O=C(c1ccc(Cl)cc1)N(Cc1ccco1)Cc1ccco1	-2	4%	6	-1.0%	-1%	-9	5	-5%	11
O=C(CN1CCN(c2ncccn2)CC1)Nc1ccccc1C(F)(F)F	-6	0%	-24	3.8%	-1%	10	9	-2%	-13
CC1CCCN(S(=O)(=O)c2ccc([N+](=O)[O-])cc2)C1 (configuration not stated)	-4	-3%	-12	1.7%	5%	3	2	1%	5
O=C(COC(=O)CCc1nc2ccccc2s1)NCc1ccco1	3	5%	-6	0.5%	0%	-23	3	2%	-5
CCOc1ccc(NC(=O)c2ccccc2NC(=O)CNC2CCCC(C)C2C)cc1 (configuration not stated)	x	-11%	-1	x	-6%	x	x	-3%	x
Cc1ccc(Cn2c(CNC(=O)CCc3ccccc3)nc3cccnc32)cc1	-4	-14%	0	-0.4%	-2%	28	1	0%	-4
COc1ccc(CC(=O)OCC(=O)NC2CCCCC2)cc1OC	x	-1%	-5	x	4%	x	x	-5%	x
Cn1c(N)c(C(=O)CSc2nn(-c3ccc(F)cc3)c(=S)s2)c(=O)n(C)c1=O	-5	-16%	6	u	2%	5	1	-6%	8
O=C1C=CC(c2ccccc2)(c2ccccc2)CC1	x	-14%	-1	x	1%	x	x	3%	x
CCC(C)(C(=O)NC1CCCCC1)N(Cc1ccco1)C(=O)CC1NC(=O)NC1=O (configuration not stated)	-1	-6%	-9	2.6%	-4%	3	0	-2%	2
Cc1ccc(-c2nc(NC(=O)CSc3nnc(C)s3)ns2)cc1	-1	-1%	-4	7.8%	0%	-8	2	2%	-10

# Looked up above:
# In D1 antagonist, COc1ccc2oc(-c3ccccc3[N+](=O)[O-])cc(=O)c2c1 has 1
# In RXFP1 agonist, Cc1oc(-c2ccc(Cl)cc2)nc1CN1CCC(C(=O)NCC2CCCO2)CC1 (configuration not stated) has 2.8%
# In Vif-A3F inh, O=C(c1ccc(Cl)cc1)N(Cc1ccco1)Cc1ccco1 has 4%
# In Vif-APOBEC3G blk, CC(C)c1ccc(NC(=O)C(Cc2ccccc2)n2cccc2)cc1 (configuration not stated) has 4%
# In Vif-APOBEC3G blk, Cn1c(=O)c2[nH]c(C3CC=CCC3)nc2n(C)c1=O (configuration not stated) has -2%
# In D1 potentiator, CCOC(=O)c1cc(-c2ccc(C)o2)nn1CCC#N has 1

# The list continues.
structure	D1 potentiator	Vif-A3F inh	RXFP1 antag	RXFP1 agonist	Vif-APOBEC3G blk	D1 antagonist	D1 agonist	Glioma ERSR ind	D2 PAM
COc1cccc(OC(=O)CSc2nnc(-c3cccs3)o2)c1	3	-2%	-9	-1.8%	5%	-17	2	-2%	-7
CC(=O)N1CCCc2cc(S(=O)(=O)N(C)CC(=O)Nc3ccc(C)cc3C)ccc21	-3	-4%	-12	-0.2%	0%	-12	3	-1%	x
CC1(C)OC(=O)C(=NNc2ccccc2C(=O)O)C(=O)O1	3	4%	1	1.7%	0%	-9	3	-6%	5
O=C(C1CCN(S(=O)(=O)c2ccccc2)CC1)N1CCN(Cc2ccccc2)CC1	-3	5%	-1	-0.1%	0%	-4	0	-5%	-1
Cc1c(C(=O)N2CCCCC2)sc(NC(=O)C23CC4CC(CC(C4)C2)C3)c1C#N	x	-8%	-4	x	-9%	x	x	0%	x

# Only part of the results is shown. The share of hits here may be higher or lower than overall.
